Bioassay records from PubChem BioAssay.
KLK7 zymogen act = proKLK7 zymogen activators, primary screen, biochemical, fluorescence intensity; purified proKLK7, EDANS-DABCYL substrate fluorescence; 100% is mature enzyme control, 0% vehicle; Kallikrein-7 (Homo sapiens), P49862; hit rate 0.9% among 370,000; activation, % at 7 µM;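 active = activation above the mean of all tested compounds plus 3 SD, computed per campaign excluding outliers beyond control limits, cut at about 13% in these data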
Tn6 DDE FP = inhibitors of Tn6 peptide binding to fibrin DD(E), primary screen, biochemical, fluorescence polarization, human fibrin, Tn6 probe. Fibrinogen beta chain (Homo sapiens), P02675. AID 720509, 2013. Fibrin DD(E) TRITC-Tn6 fluorescence polarization displacement. inhibition, % at 8.3 µM. hit rate 0.21% among 370,000;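 active = inhibition above a per-campaign cutoff: mean of compounds within control limits plus 3 SD, cut at about 15% in these data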;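 also: 0% = median of all compound wells on the plate and 100% = blocking peptide control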
Target sequence (P02675 whole entry, looked up): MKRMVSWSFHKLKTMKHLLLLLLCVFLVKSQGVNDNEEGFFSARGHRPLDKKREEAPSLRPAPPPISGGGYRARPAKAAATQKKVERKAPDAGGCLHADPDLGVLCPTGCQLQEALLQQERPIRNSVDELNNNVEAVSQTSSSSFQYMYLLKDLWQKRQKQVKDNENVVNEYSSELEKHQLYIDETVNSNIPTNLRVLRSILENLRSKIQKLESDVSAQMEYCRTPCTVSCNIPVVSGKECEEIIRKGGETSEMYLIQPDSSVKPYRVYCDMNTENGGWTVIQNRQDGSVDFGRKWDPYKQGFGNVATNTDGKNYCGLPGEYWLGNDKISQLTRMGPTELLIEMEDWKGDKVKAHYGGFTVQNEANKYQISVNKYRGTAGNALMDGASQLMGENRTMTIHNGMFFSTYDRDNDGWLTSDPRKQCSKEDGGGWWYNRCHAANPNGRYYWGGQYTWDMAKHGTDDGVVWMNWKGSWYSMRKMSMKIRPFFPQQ
TDP2 absorb = human TDP2 enzyme inhibitors, primary screen, biochemical, epi absorbance, recombinant enzyme; T5PNP hydrolysis, p-nitrophenol absorbance 415 nm; inhibition, % at 12.8 µM; Tyrosyl-DNA phosphodiesterase 2 (Homo sapiens), O95551; AID 720702, 2013; hit rate 0.34% among 370,000;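 active = inhibition above the mean of all tested compounds plus 3 SD, set per campaign, cut at about 25% in these data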;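 also: 0% = DMSO with enzyme and 100% = buffer with substrate but no TDP2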
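System – recombinant human TDP2 · Amount – 120 nM TDP2 per well · Buffer or medium – Mg2+-containing Tris-HCl buffer, pH 7.5 · Reagent – T5PNP substrate, 5 mM · Dosing – 12.8 µM single point, 1% DMSO · Incubation – 2 h at 37 °C · Measured by – epi absorbance · Read-out basis – percent inhibition · Benchmarks – high control without enzyme, low control DMSO plus TDP2 · Repeats – singlicate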
Tn7 DDE FP = inhibitors of Tn7 peptide binding to fibrin DD(E), primary screen, biochemical, fluorescence polarization, human fibrin, Tn7 probe | Fibrinogen beta chain (Homo sapiens), P02675 | FP displacement of FITC-Tn7 peptide from fibrin DD(E); 0% = median of compound wells per plate | inhibition, % at 8.3 µM | hit rate 0.13% among 370,000 | AID 720508, 2013;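 active = inhibition above the mean of compounds falling within the control limits plus 3 SD of them, cut at about 14% in these data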;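 also: 0% = plate median of compound wells and 100% = 10 µM Aha-Tn7 peptide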
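system = human fibrin DD(E) protein | quantity = DD(E) 2 µM final | medium = Tris/NaCl/CaCl2 buffer, pH 7.8 | also added = labelled Tn7 tracer, 0.1 µM | compound dosing = single point at 8.3 µM | timing = compound with protein 10 min, then 3 h after probe, room temperature | signal = FP measurement | benchmarks = Aha-Tn7 high control | repeats = one replicate per compound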
ASAP1 inh = inhibitors of human ASAP1 ArfGAP activity, primary screen, biochemical, fluorescence polarization; Arf-GAP with SH3 domain, ANK repeat and PH domain-containing protein 1 (Homo sapiens), …; ASAP1-stimulated ARF1 GTP hydrolysis, GDP FP detection; inhibition, % at 16.5 µM; hit rate 0.19% among 360,000; AID 624377, 2012; in the data active = inhibition above about 25%;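 also: 0% = vehicle with enzyme and substrate and 100% = no enzyme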
Target sequence (Q9ULH1 325-724 limits assumed): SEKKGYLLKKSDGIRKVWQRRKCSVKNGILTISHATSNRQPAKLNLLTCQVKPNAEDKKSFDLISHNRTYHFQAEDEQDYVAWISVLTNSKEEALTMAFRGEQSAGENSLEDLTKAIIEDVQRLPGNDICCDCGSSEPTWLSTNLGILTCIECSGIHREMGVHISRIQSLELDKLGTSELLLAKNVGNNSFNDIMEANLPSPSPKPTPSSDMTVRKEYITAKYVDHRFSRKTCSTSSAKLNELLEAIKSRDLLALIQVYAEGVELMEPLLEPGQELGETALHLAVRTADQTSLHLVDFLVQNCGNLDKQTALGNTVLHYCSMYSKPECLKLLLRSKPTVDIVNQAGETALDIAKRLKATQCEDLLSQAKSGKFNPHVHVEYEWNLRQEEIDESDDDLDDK
ARFGAP1 inh = inhibitors of rat ARFGAP1 GAP activity, primary screen, biochemical, fluorescence polarization, GDP tracer; Arfgap1-stimulated ARF1 GTP hydrolysis, GDP FP detection; inhibition, % at 16.5 µM; hit rate 0.26% among 360,000;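 active = inhibition above a per-plate limit, mean inhibition of low control wells plus 3 SD, cut at about 25% in these data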;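 also: 0% = DMSO wells with enzyme and 100% = wells lacking Arfgap1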
Target sequence (Q62848 1-136 limits assumed): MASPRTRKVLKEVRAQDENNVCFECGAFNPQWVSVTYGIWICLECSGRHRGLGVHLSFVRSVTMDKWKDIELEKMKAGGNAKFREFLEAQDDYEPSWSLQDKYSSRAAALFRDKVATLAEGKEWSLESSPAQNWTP
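Assay system: Rat Arfgap1 GAP domain (His6, aa 1-136), purified enzyme | Buffer or medium: HEPES 25 mM pH 7.5, NaCl 150 mM, MgCl2, DTT | Schedule: GTP hydrolysis reaction 2 h at 25 °C | Signal: FP of antibody-bound GDP Alexa 633 tracer, ex 620/em 688 nm | Measure: Percent inhibition of Arfgap1-stimulated GTP hydrolysis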
ADAM10 inh = human ADAM10 inhibitors, primary screen, biochemical, QFRET, HTS; Disintegrin and metalloproteinase domain-containing protein 10 (Homo sapiens), O14672; recombinant ADAM10, EDANS/DABCYL FRET peptide cleavage, 3 h; inhibition, % at 7 µM; hit rate 0.62% among 370,000; AID 720582, 2013;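 active = inhibition above a per-campaign cutoff equal to the mean of compounds falling between control-based bounds plus 3 SD, cut at about 20% in these data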;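 also: 0% = DMSO wells while the 100% control is not disclosed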
LEDGF integ inh = blockers of LEDGF/p75-dependent integrase strand transfer – biochemical, TR-FRET, high throughput, primary screen. TR-FRET IN-LEDGF/p75 DNA integration, Eu/Cy5. inhibition, % at 3.7 µM. hit rate 0.64% among 370,000. AID 743269, 2014;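 active = inhibition above the screen-wide mean plus 3 SD, cut at about 13% in these data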;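 also: signal is the Cy5 over europium emission ratio at 671 and 618 nm; 0% = plate median of compound wells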
PLCg1 inh = PLC-gamma1 enzyme inhibitors, primary screen, biochemical, fluorescence, purified enzyme | 1-phosphatidylinositol 4,5-bisphosphate phosphodiesterase gamma-1 (Homo sapiens), P19174 | fluorogenic substrate | inhibition, % at 12.2 µM | hit rate 0.84% among 370,000 | AID 720700, 2013; in the data active = inhibition above about 9.5%
ADAM17 inh = ADAM17 inhibitors, primary screen, biochemical, QFRET | Disintegrin and metalloproteinase domain-containing protein 17 (Homo sapiens), P78536 | inhibition, % at 6.95 µM | recombinant ADAM17, EDANS/DABCYL FRET peptide cleavage | hit rate 0.83% among 370,000 | AID 720648, 2013;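 active = inhibition above the mean of compounds lying between control limits plus 3 SD, set per campaign, cut at about 8.5% in these data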;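 also: 0% = DMSO-only wells as the low control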
The depositor's hits bear a star; . = not tested or not shown. Random draw from the library; about 4.2% have a hit in one of these screens.

SMILES	KLK7 zymogen act	Tn6 DDE FP	TDP2 absorb	Tn7 DDE FP	ASAP1 inh	ARFGAP1 inh	ADAM10 inh	LEDGF integ inh	PLCg1 inh	ADAM17 inh
CCCCN(C(=O)C1CCCC1)c1c(N)n(CCC)c(=O)[nH]c1=O	-0.3	0	0	5	3	-3	-7	0	3	-4
O=C(c1ccccc1)N1CCc2[nH]nc(-c3ccccc3)c2C1	0.2	2	-15	-6	-5	9	2	0	-9	-1
CC(C)CC(=O)NC(=S)Nc1ccc(S(=O)(=O)Nc2nccs2)cc1	-0.5	5	6	4	-1	10	2	-2	0	0
COc1ccc(C(=O)NCc2ccc(C)cc2)cc1S(=O)(=O)N1CCOCC1	0.3	-1	2	-6	-1	13	-1	3	2	-2
O=C1Nc2ccc(Br)cc2/C1=C/C(=O)c1ccc2c(c1)OCO2	0.2	-6	2	7	3	3	11	0	-9	3
COc1ccc(CNC(=O)CNC(=O)N2CC(=O)Nc3ccccc32)cc1	-0.2	-4	22	-2	-2	-1	-1	4	2	-6
Cc1cc(C(=O)Nc2cccc3ccccc23)oc1C	-0.2	-9	4	0	-1	6	-37	3	-13	-7
O=C(NCCCc1ccccc1)c1ccc(-n2cncn2)c([N+](=O)[O-])c1	-0.4	-3	2	-3	4	8	0	1	0	3
CC1CN(S(=O)(=O)c2cccc(C(=O)Nc3ccc(S(=O)(=O)Nc4ncccn4)cc3)c2)CC(C)O1 (configuration not stated)	0.7	-6	-6	0	7	3	0	-2	1	-6
Cc1cc(C)n(-c2ccc(Cl)c(C(=O)Nc3cc(C(F)(F)F)ccc3Cl)n2)n1	0.8	-5	-5	3	-15	-15	-12	2	0	-3
CC(=O)c1ccc(S(=O)(=O)N2Cc3ccccc3CC2C(=O)O)cc1 (configuration not stated)	0.0	2	14	-4	13	7	-7	2	-1	-5
CCCCCN(C(=O)NC(=O)Nc1ccccc1C)S(=O)(=O)c1ccccc1	0.3	-4	-8	1	-2	0	3	-3	0	-1
COc1cccc(CC2(CO)CCCN(Cc3ccccc3-c3ccco3)C2)c1 (configuration not stated)	-0.1	-1	2	9	-13	0	-6	-5	-3	0
O=C(CN1C(=O)CC(c2ccccc2)=Nc2ccccc21)NCc1ccccc1	0.2	-6	4	-8	-18	-1	2	-2	3	-1
CCOC(=O)CNC(=S)N(CCCN1CCCCC1)Cc1cccs1	0.0	-3	10	-2	0	13	-6	0	3	-2
COc1ccc(-c2csc(Nc3ccc(C)cn3)n2)cc1	1.4	-11	8	2	20	-4	-9	1	-3	1
CC(=O)NCCC(=O)NCC1(N(C)Cc2ccccc2)Cc2ccccc2C1	0.6	3	-10	-4	1	-2	2	8	1	-1
COc1ccc(N(CC(=O)N/N=C/c2cccnc2)S(=O)(=O)c2ccc(C)cc2)cc1OC	0.2	10	16	-3	-1	1	1	2	-2	1
COc1ccc(CN2C[C@H]3CON(C)[C@H]3C[C@H]2c2ccc(-c3cccc(F)c3)cc2)cc1	-0.4	4	-2	6	21	-1	-7	0	-1	-5
CN(CC(=O)Nc1ccccc1Cl)C(=O)COC(=O)c1nc(Cl)c(Cl)c(Cl)c1Cl	0.2	6	-2	2	-9	-4	4	1	-4	3
CC1=C(C(=O)OC2CCCC(C)C2)C(c2ccccc2)NC(=O)N1 (configuration not stated)	0.2	11	3	-1	-7	-6	5	1	-4	1
CC(C)(C)OC(=O)NCCc1nnc(SCC(N)=O)o1	-0.3	0	-6	-2	-11	16	-5	-4	-2	0
Cc1nn(C)c(Oc2cccc(C(F)(F)F)c2)c1C#N	-0.3	0	-12	-10	-8	-5	3	2	4	1
COc1ccc(S(=O)(=O)N2CCOCC2)cc1NC(=O)Cc1ccc(Cl)c(Cl)c1	0.4	-5	-2	1	-7	3	11	4	-1	2
COc1cc(/C=N/O)cc(Br)c1OS(=O)(=O)c1ccc(C)cc1	-0.4	7	4	-7	5	0	22*	0	4	7
COc1ccc(C)cc1NC(=O)Cc1csc(NC(=O)Nc2ccccc2OC)n1	1.0	-2	-3	4	23	6	-3	0	2	-2
Cc1cc(=O)[nH]c(N2CCN(C(=O)c3ccco3)CC2)n1	0.3	7	-17	-7	13	3	6	2	3	1
COc1ccc2c(c1)[nH]c1c(=O)n(CCN3CCCC3)cnc12	0.5	-5	0	4	18	5	-1	-3	1	-2
Cc1cc(/C=C(\C#N)C(=O)N2CCCCC2)cc(C)c1O	-1.0	-3	6	4	-17	10	-4	-3	-14	-4
COc1cc(NC(=O)C/C(C)=N/NC(=O)C(=O)NCCO)c(OC)cc1Cl	0.0	-1	8	2	0	2	-3	-4	-2	-3
COC(=O)[C@]12C[C@H](CC(=O)NCc3cccc(C(F)(F)F)c3)C(=O)N(Cc3cccc4ccccc34)C1=C[C@H](C(C)C)O[C@@H]2C1CC1	0.3	10	-14	-3	.	.	25*	-2	-1	3
O=C(C1=C[C@@H](c2ccc(C(F)(F)F)cc2)C[C@@H](OCc2ccc(CO)cc2)O1)N1CCN(Cc2ccc3c(c2)OCO3)CC1	0.1	-4	-6	1	-3	6	28*	2	0	8
O=C(Nc1ccc(CN2CCOCC2)cc1)c1ccc(Br)o1	0.1	-2	0	1	7	4	1	-1	1	-3
CC1(C)OC(=O)N(CCc2ccccc2)C1(C)O (configuration not stated)	0.3	-1	3	5	1	1	-8	0	1	-1
O=C(Cc1ccc(-n2cccc2)cc1)NCc1cccs1	-0.1	-1	6	-8	18	2	-2	4	4	0
O=C1CN(C(=O)COC(=O)c2cccnc2Cl)c2ccccc2N1	0.5	-3	-3	3	-4	0	2	4	1	-1
C/C(Cc1ccccc1)=N/NC(=O)CNC(=O)C(c1ccccc1)c1ccccc1	0.3	-2	-4	0	-3	8	3	1	-1	-1
CN1CCN(CC(=O)Nc2nc3c(s2)CCCC3)CC1	0.1	5	12	-2	-14	-7	-4	-3	-1	-2
Cc1nc(NCc2ccco2)[nH]c(=O)c1CCC(C)C	-0.1	-9	7	5	1	8	0	-3	0	-4
CCC1=C(OC(=O)N(CC)CC)N2C(=O)OC(=NCCc3c[nH]c4ccccc34)[C@]2(C)[C@H]2C1=CC[C@H]1C(=O)NC(=O)[C@H]12	0.1	-10	-7	1	12	0	5	2	1	-2
O=C(NCc1cccs1)c1ccc(CS(=O)Cc2ccc(Cl)cc2)o1 (configuration not stated)	0.3	2	6	2	5	-10	-1	0	3	-3
COc1ccc(CC(=O)Nc2ccc(-c3cn4cccc(C)c4n3)cc2)cc1OC	-0.9	-6	-4	-4	7	6	-56	0	-8	-20
CC(C)CC(=O)Nc1ccc(-c2nc3ccccc3c(=O)[nH]2)cc1	0.0	2	-5	-3	-8	7	-16	-2	-3	-4
CCOc1ccc(-n2ccnc(SCC(=O)Nc3cccc(OC)c3)c2=O)cc1	1.3	5	-6	1	-5	-13	-22	0	-37	-9
CSC1=NC2(CCCCC2)C2=C(CCCC2)N1	-0.6	-2	-7	-2	-9	1	0	2	0	-1
COCCCN(C(=O)c1ccco1)c1nc(-c2ccc(OC)cc2)cs1	-0.7	1	-10	-7	10	5	6	4	-2	2
CCC(CC)NC(=O)CCCSc1nc2ccccc2[nH]1	0.2	3	-7	-6	-7	-1	2	2	-5	2
CCCSc1nnc(-c2ccco2)n1C	-0.1	1	-8	-2	.	.	-2	-3	-4	2

A run of entries from the list above, as a working copy:
SMILES	KLK7 zymogen act	Tn6 DDE FP	TDP2 absorb	Tn7 DDE FP	ASAP1 inh	ARFGAP1 inh	ADAM10 inh	LEDGF integ inh	PLCg1 inh	ADAM17 inh
Cc1nc(NCc2ccco2)[nH]c(=O)c1CCC(C)C	-0.1	-9	7	5	1	8	0	-3	0	-4
CCC1=C(OC(=O)N(CC)CC)N2C(=O)OC(=NCCc3c[nH]c4ccccc34)[C@]2(C)[C@H]2C1=CC[C@H]1C(=O)NC(=O)[C@H]12	0.1	-10	-7	1	12	0	5	2	1	-2
O=C(NCc1cccs1)c1ccc(CS(=O)Cc2ccc(Cl)cc2)o1 (configuration not stated)	0.3	2	6	2	5	-10	-1	0	3	-3
COc1ccc(CC(=O)Nc2ccc(-c3cn4cccc(C)c4n3)cc2)cc1OC	-0.9	-6	-4	-4	7	6	-56	0	-8	-20
CC(C)CC(=O)Nc1ccc(-c2nc3ccccc3c(=O)[nH]2)cc1	0.0	2	-5	-3	-8	7	-16	-2	-3	-4
CCOc1ccc(-n2ccnc(SCC(=O)Nc3cccc(OC)c3)c2=O)cc1	1.3	5	-6	1	-5	-13	-22	0	-37	-9
CSC1=NC2(CCCCC2)C2=C(CCCC2)N1	-0.6	-2	-7	-2	-9	1	0	2	0	-1
COCCCN(C(=O)c1ccco1)c1nc(-c2ccc(OC)cc2)cs1	-0.7	1	-10	-7	10	5	6	4	-2	2
CCC(CC)NC(=O)CCCSc1nc2ccccc2[nH]1	0.2	3	-7	-6	-7	-1	2	2	-5	2
CCCSc1nnc(-c2ccco2)n1C	-0.1	1	-8	-2	.	.	-2	-3	-4	2
